SW480 rereplic: inducers of DNA re-replication in SW480 colon cancer cells | Potency, µM (series often up to 46.1 µM), without a hit: at the top dose re-replication activation, actives largely listed as activators | 1.8% of 340,000 active | SW480 DNA re-replication, Hoechst DNA content imaging, 48 h | AID 624297; further: % of control where 0% means no effect; nearly all actives have a fitted effect of over 55% in size
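SW480 cells exposed to compounds for 48 hr at 37 C, 5% CO2, then Hoechst-stained 40 min. Nuclear DNA content imaged by fluorescence scanning (405 nm excitation, 500-530 nm emission); re-replication scored as increased high-intensity nuclei.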
HT1080-NT tox: kills 2HG-producing HT-1080-NT fibrosarcoma cells | Potency, µM (top dose mostly 46.1 µM), for the others: at the highest dose activity, negative = less viability, usual class: cytotoxic | 1.6% of 360,000 active | HT-1080-NT fibrosarcoma viability, CellTiter-Glo ATP luminescence, 48 h | AID 686970;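 further: NT is the 2HG producing partner of a matched IDH1 knockdown line; 0% = DMSO-treated cells and -100% = media-only wells without cells; nearly all actives have a fitted effect of over 55% in size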
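Read-out is CellTiter-Glo luminescence after 10 minutes at room temperature, following 48 hours' compound treatment of HT-1080-NT cells (750 cells/well, RPMI, 5% FBS, 37 degrees C).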
GLP1R inv ag: acts as inverse agonist at human GLP-1 receptor; P43220; HEK293 GLP-1R CRE-luciferase, luminescence, 24 h; GLP-1R form is constitutively active; Potency, µM (series often up to 38.3 µM), inactives show top-dose activity change, negative = inhibition, hits mostly inhibitors; 1.6% of 410,000 active; AID 624417; further: on the % scale 0 is the no-effect control and ±100 the full control effect; nearly all actives have a fitted effect of over 55% in size
Target sequence (P43220 whole entry, looked up): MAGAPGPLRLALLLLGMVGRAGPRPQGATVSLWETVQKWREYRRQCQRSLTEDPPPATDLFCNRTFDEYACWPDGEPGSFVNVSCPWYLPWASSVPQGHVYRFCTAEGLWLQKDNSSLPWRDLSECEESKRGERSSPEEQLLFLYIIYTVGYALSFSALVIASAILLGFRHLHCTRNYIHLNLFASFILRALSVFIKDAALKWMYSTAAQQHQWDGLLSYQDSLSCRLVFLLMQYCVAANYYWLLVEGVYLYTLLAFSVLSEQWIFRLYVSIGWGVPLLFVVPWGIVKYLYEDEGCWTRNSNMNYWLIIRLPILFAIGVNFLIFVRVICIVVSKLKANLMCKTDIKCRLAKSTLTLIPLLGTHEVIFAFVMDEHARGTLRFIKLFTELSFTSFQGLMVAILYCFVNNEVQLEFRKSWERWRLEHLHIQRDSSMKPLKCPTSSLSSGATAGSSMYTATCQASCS
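Luminescence readout: a drop in cAMP-driven luciferase signal flags inverse agonism at a constitutively active GLP-1R stably expressed in HEK293. Compound exposure lasted 24 hr at 37 deg C, 5% CO2.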
HEK293 tox: cytotoxicity in counter-screen for GLP-1R inverse agonists; HEK293 cAMP-luciferase reporter cells, luminescence, 24 h; Potency, µM (top dose mostly 38.3 µM), for the others: at the highest dose activity change, negative = inhibition, usual class: inhibitors; 0.13% of 410,000 active;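 further: loss of luciferase light is scored as toxicity; on the % scale 0 is the no-effect control and ±100 the full control effect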
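Seeding density was 200 cells/uL; after overnight-length (12 h) culture, 23 nL compounds went on for 24 h at 37 °C. Readout used a luciferase detection reagent, luminescence taken after 12 min at room temperature.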
HT1080 IDH1KD tx: kills HT-1080 cells with IDH1 knockdown | HT-1080 IDH1 knockdown viability, ATP luminescence, 48 h | Potency, µM (top dose mostly 46.1 µM), for the others: at the highest dose activity, negative = toxicity, usual class: cytotoxic | 2% of 360,000 active;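 further: 0% = DMSO wells and -100% = cell-free medium wells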
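Viability of IDH1-knockdown HT-1080 fibrosarcoma cells was assessed by CellTiter-Glo after 48 h at 37 °C with titrated compound; concentration-effect curves were classified by fit quality and response size.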
KB-V1 cytotox: KB-V1 MDR subline cytotoxicity | KB-V1 MDR cells viability, CellTiter-Glo, 72 h | 3.4% of 400,000 active | Potency, µM (top dose mostly 46.1 µM), for inactives: at the highest dose activity change, negative = cytotoxicity, actives largely listed as cytotoxic; further: on the % scale 0 is the no-effect control and ±100 the full control effect; nearly all actives have a fitted effect of over 60% in size
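Cells of the MDR subline KB-V1 are plated, dosed with compound at multiple concentrations, and incubated 72 h at 37 degrees C; CellTiter-Glo is then added and luminescence read after 10 min.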
KB-3-1 cytotox: kills parental KB-3-1 adenocarcinoma cells; KB-3-1 viability, CellTiter-Glo ATP luminescence, 72 h; Potency, µM (doses to about 46.1 µM), without a hit: at the highest dose activity change, negative = cytotoxic, usual class: cytotoxic; 1.4% of 400,000 active; AID 1347075; further: on the % scale 0 is the no-effect control and ±100 the full control effect; nearly all actives have a fitted effect of over 60% in size
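Multi-concentration cytotoxicity screen in KB-3-1 cells grown in DMEM lacking phenol red with 10% FBS. After 72 h at 37 °C with compound, ATP-dependent luminescence was recorded.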
GLP-1R agonist: GLP-1 receptor (human) agonism; HEK293 GLP-1R CRE-luciferase, luminescence, 4-6 h; cells express a hypersensitive GLP-1R form; P43220; Potency, µM (highest dose often 45.6 µM), without a hit: at the highest dose activation, actives largely listed as activators; 0.007% of 380,000 active; AID 624172; further: % of control where 0% means no effect
TDP43 rescue: rescues yeast growth from TDP-43 toxicity; TDP-43 expressing yeast growth rescue, BacTiter-Glo, 24 h; Potency, µM (series often up to 46.1 µM), without a hit: at the highest dose growth rescue (activation), most hits filed as activators; 1.8% of 410,000 active; further: % of control where 0% means no effect; nearly all actives have a fitted effect of over 50% in size
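Growth rescue of TDP-43-toxic yeast measured as ATP luminescence (BacTiter-Glo). Cells grown to mid-log in raffinose, induced in galactose at OD600=0.02, exposed to compound 24 hr at 30 deg C.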
Active calls of the source: *; ? = inconclusive; & = joins results of further samples. The call rests on the fitted dose curve; in most records, active means well fitted curve in the direction sought with a large enough effect; inconclusive means small, poorly fitted or top-dose-only effect, or another doubt; inactive means no such curve, though single readings can be large; an effect the other way counts as inactive or inconclusive. Potency means the concentration at half of the fitted maximal effect. Not all compounds are listed; the hit share may differ from the screen's.

SMILES	SW480 rereplic	HT1080-NT tox	GLP1R inv ag	HEK293 tox	HT1080 IDH1KD tx	KB-V1 cytotox	KB-3-1 cytotox	GLP-1R agonist	TDP43 rescue
CNCCCN1c2ccccc2CCc2ccccc21	?	?	4µM*	-10%	?	?	0%	-2%	23%
CC[C@@H]1C(=O)OC[C@@H]1Cc1cncn1C	1%&1%&-28%	-6%&-3%	3%&-1%	2%&-1%	10%&2%	4%&3%	0%&0%	-3%&3%	16%&4%
CC1Cc2ccccc2N1NC(=O)c1ccc(Cl)c(S(N)(=O)=O)c1 (centres undefined)	-3%&-59%	2%	-24%	3%	-5%	0%	0%	10%&6%	-6%
Oc1cc2c(cc1O)[C@H]1c3ccc(O)c(O)c3OC[C@@]1(O)C2	29%	?	-20%	?	?	-16%	-3%	3%	-14%

One compound at a time (already shown). Screens in order: SW480 rereplic, HT1080-NT tox, GLP1R inv ag, HEK293 tox, HT1080 IDH1KD tx, KB-V1 cytotox, KB-3-1 cytotox, GLP-1R agonist, TDP43 rescue
CC[C@@H]1C(=O)OC[C@@H]1Cc1cncn1C is entered as 1%&1%&-28%, -6%&-3%, 3%&-1%, 2%&-1%, 10%&2%, 4%&3%, 0%&0%, -3%&3%, 16%&4%
CNCCCN1c2ccccc2CCc2ccccc21 is entered as ?, ?, 4µM*, -10%, ?, ?, 0%, -2%, 23%

Quoted from the listing.
CC1Cc2ccccc2N1NC(=O)c1ccc(Cl)c(S(N)(=O)=O)c1 (centres undefined) – HEK293 tox: 3%
CC[C@@H]1C(=O)OC[C@@H]1Cc1cncn1C – HT1080-NT tox: -6%&-3%

Just HT1080 IDH1KD tx, for some of the entries so far:
Molecule | HT1080 IDH1KD tx
CNCCCN1c2ccccc2CCc2ccccc21 | ?
CC[C@@H]1C(=O)OC[C@@H]1Cc1cncn1C | 10%&2%

Reprinted at random: two entries already listed, in no set order.
SMILES	SW480 rereplic	HT1080-NT tox	GLP1R inv ag	HEK293 tox	HT1080 IDH1KD tx	KB-V1 cytotox	KB-3-1 cytotox	GLP-1R agonist	TDP43 rescue
Oc1cc2c(cc1O)[C@H]1c3ccc(O)c(O)c3OC[C@@]1(O)C2	29%	?	-20%	?	?	-16%	-3%	3%	-14%
CNCCCN1c2ccccc2CCc2ccccc21	?	?	4µM*	-10%	?	?	0%	-2%	23%
